ZTA DNA inh – counter-screen for EBNA-1 inhibitors: inhibitors of Epstein-Barr virus ZTA; P03206; ZTA-DNA binding, fluorescence polarization; inhibition, % at 11 µM; 0.15% of 320,000 active; AID 2234; in the data active = inhibition above about 33%
LYPLA1 counter – counter-screen for PME1 inhibitors: inhibitors of human LYPLA1; O75608; recombinant LYPLA1, FP-Rh probe fluorescence polarization; AID 2174; 0.16% of 320,000 active; inhibition, % at 5.9 µM;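 active = inhibition above the mean of all tested compounds plus 3 SD, set per campaign, cut at about 14% in these data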;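 note: inhibitors block serine hydrolase probe labeling of LYPLA1 so polarization falls; 0% = enzyme with DMSO and 100% = wells lacking LYPLA1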
Target sequence (O75608 whole entry, looked up): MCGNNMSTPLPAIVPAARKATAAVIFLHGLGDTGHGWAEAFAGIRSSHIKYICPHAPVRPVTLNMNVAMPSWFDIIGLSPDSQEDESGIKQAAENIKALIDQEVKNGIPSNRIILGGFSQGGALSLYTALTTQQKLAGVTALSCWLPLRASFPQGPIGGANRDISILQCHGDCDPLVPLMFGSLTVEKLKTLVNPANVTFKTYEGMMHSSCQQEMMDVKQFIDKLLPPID
PAD4 inh – PAD4 (human) enzyme inhibition. Q9UM07. recombinant PAD4, RCA probe fluorescence polarization. inhibition, % at 6.36 µM. 0.41% of 330,000 active;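 active = percent inhibition above a cutoff equal to the mean of all tested compounds plus 3 SD, cut at about 15% in these data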;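 note: 0% = PAD4 with RCA probe and DMSO and 100% = probe without PAD4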
PREPL inh – inhibitors of human prolyl oligopeptidase-like enzyme PREPL; Q4J6C6; recombinant PREPL, fluorescence polarization activity-based probe; inhibition, % at 5.96 µM; 0.68% of 320,000 active; AID 2751; in the data active = inhibition above about 43%;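 note: 0% = enzyme with DMSO and 100% = wells lacking enzyme; many of its hits are not listed in these tables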
PAFAH1B3 FP inh – PAFAH1B3 (human) inhibition; recombinant PAFAH1B3, FP-rhodamine probe, fluorescence polarization; Q15102; 0.28% of 340,000 active; inhibition, % at 3.39 µM; AID 492972;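 active = inhibition above the screen-wide average of all tested compounds plus 3 SD, cut at about 25% in these data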;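 note: 0% = enzyme with DMSO only and 100% = wells lacking PAFAH1B3 protein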
Target sequence (Q15102 whole entry, looked up): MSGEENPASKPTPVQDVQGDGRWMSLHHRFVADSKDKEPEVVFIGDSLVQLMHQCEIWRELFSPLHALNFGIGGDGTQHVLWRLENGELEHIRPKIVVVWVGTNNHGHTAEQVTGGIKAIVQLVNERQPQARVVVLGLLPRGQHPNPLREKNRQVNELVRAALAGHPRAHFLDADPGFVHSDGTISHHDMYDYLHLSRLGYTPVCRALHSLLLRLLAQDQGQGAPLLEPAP
PAFAH2 inh – inhibitors of human PAFAH2. recombinant PAFAH2, FP-rhodamine activity probe, fluorescence polarization. Q99487. inhibition, % at 3.39 µM. 0.99% of 340,000 active;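 active = inhibition above the mean over all tested compounds plus 3 SD, cut at about 30% in these data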;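 note: inhibitors block probe labeling of enzyme so polarization drops; 0% = enzyme with DMSO and 100% = wells lacking PAFAH2 protein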
GSTO1 counter – counter-screen for RBBP9 inhibitors: inhibitors of human GSTO1; P78417; recombinant GSTO1, activity-based probe fluorescence polarization; inhibition, % at 5.96 µM; 1.1% of 300,000 active; AID 1974;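 active = inhibition above the campaign mean inhibition plus 3 SD, cut at about 35% in these data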;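 note: 0% = GSTO1-1 with DMSO and 100% = wells lacking GSTO1-1 enzyme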
Target sequence (P78417 whole entry, looked up): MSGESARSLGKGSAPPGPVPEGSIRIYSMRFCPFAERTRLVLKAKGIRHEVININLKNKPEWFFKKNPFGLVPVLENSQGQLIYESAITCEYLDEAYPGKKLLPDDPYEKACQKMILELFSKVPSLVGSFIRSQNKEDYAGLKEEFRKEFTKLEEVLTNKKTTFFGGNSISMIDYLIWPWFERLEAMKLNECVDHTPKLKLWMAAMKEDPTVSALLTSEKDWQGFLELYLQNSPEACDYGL
LYPLA2 inh – blocks human lysophospholipase 2, a PME1 counter-screen; O95372; recombinant LYPLA2, FP-Rh probe fluorescence polarization; inhibition, % at 5.9 µM; 0.38% of 320,000 active; AID 2177;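 active = inhibition above the screen-wide mean plus 3 SD, limit set per campaign, cut at about 26% in these data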;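 note: 0% = LYPLA2 with DMSO and 100% = wells lacking LYPLA2 enzyme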
Target sequence (O95372 whole entry, looked up): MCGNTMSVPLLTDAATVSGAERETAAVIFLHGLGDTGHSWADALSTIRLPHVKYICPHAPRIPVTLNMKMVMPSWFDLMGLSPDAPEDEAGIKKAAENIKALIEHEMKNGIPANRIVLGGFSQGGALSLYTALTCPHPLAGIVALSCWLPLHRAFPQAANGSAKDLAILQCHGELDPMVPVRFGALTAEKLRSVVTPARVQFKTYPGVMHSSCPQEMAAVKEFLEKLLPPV
EBNA-1 inhibitor – blocks EBNA-1 binding to DNA; EBNA-1 DNA binding, fluorescence polarization; inhibition, % at 14.8 µM; 0.34% of 300,000 active; in the data active = inhibition above about 28%
Numbers without * were called inactive.

Cc1cccc(NC(=O)COc2ccc(/C=N\n3cnnc3)cc2)c1 was read as ZTA DNA inh 15, LYPLA1 counter -1, PAD4 inh 4, PREPL inh 3, PAFAH1B3 FP inh 6, PAFAH2 inh -1, GSTO1 counter -1, LYPLA2 inh -41 and EBNA-1 inhibitor -5.
`O=C(Nc1ccncc1)C1CCN(S(=O)(=O)c2cccc(C(F)(F)F)c2)CC1` gave ZTA DNA inh -6, LYPLA1 counter -2, PAD4 inh -4, PREPL inh 14, PAFAH1B3 FP inh 1, PAFAH2 inh 2 and LYPLA2 inh 2.
For Cc1nnc(NC(=O)C2COc3ccccc3O2)s1 (stereo not drawn) the results were ZTA DNA inh -5, LYPLA1 counter 1, PAD4 inh -2, PREPL inh -2, PAFAH1B3 FP inh -1, PAFAH2 inh -11, GSTO1 counter -4, LYPLA2 inh 7 and EBNA-1 inhibitor 4.
`CC1=C(C(=O)Nc2ccc(C)cc2)C(c2ccco2)NC(=O)N1` (stereo not drawn) gave ZTA DNA inh 4, LYPLA1 counter 0, PAD4 inh 2, PREPL inh -1, PAFAH1B3 FP inh 5, PAFAH2 inh 7, GSTO1 counter -7, LYPLA2 inh -1 and EBNA-1 inhibitor 2.
For Cc1nn(-c2ccccc2)c(N)c1Sc1cccc([N+](=O)[O-])c1 the results were ZTA DNA inh -6, LYPLA1 counter 1, PAD4 inh 1, PREPL inh -3, PAFAH1B3 FP inh 7, PAFAH2 inh 5, GSTO1 counter 4, LYPLA2 inh 5 and EBNA-1 inhibitor 1.
`O=C(NC1CCCCCCC1)c1ccccc1-c1ccccc1` gave ZTA DNA inh 6, LYPLA1 counter 1, PAD4 inh -3, PREPL inh 11, PAFAH1B3 FP inh 5, PAFAH2 inh 6, GSTO1 counter 2, LYPLA2 inh 3 and EBNA-1 inhibitor 0.
Screening O=C1CSC(c2cccc([N+](=O)[O-])c2)N1CCN1CCCCC1 (stereo not drawn) returned ZTA DNA inh 15, LYPLA1 counter -2, PAD4 inh -1, PREPL inh -14, PAFAH1B3 FP inh 5, PAFAH2 inh -2, GSTO1 counter -7, LYPLA2 inh -3 and EBNA-1 inhibitor 9.
`CCCCOC(=O)C1=C(C)Nc2nnnn2C1c1ccc(OC)c(OC)c1OC` (stereo not drawn) gave ZTA DNA inh -7, LYPLA1 counter -3, PAD4 inh 0, PREPL inh -4, PAFAH1B3 FP inh 5, PAFAH2 inh 3, GSTO1 counter 0, LYPLA2 inh 3 and EBNA-1 inhibitor 9.
Screening CCC(C)(C)NC(=O)CN(C(=O)CNS(=O)(=O)c1ccccc1)c1ccccc1 returned ZTA DNA inh 13, LYPLA1 counter 2, PAD4 inh 0, PREPL inh 15, PAFAH1B3 FP inh -3, PAFAH2 inh -3, GSTO1 counter -2, LYPLA2 inh -3 and EBNA-1 inhibitor -9.
`COc1ccc(C2C(C(=O)N3CCN(C)CC3)c3ccccc3C(=O)N2C2CCCCC2)cc1` (stereo not drawn) gave ZTA DNA inh 0, LYPLA1 counter 2, PAD4 inh 2, PREPL inh 6, PAFAH1B3 FP inh 0, PAFAH2 inh -10, GSTO1 counter 9, LYPLA2 inh -6 and EBNA-1 inhibitor -11.

Five compounds from above, arranged by count of non-hydrogen atoms, lowest first.
Screening O=C1CSC(c2cccc([N+](=O)[O-])c2)N1CCN1CCCCC1 (stereo not drawn) returned ZTA DNA inh 15, LYPLA1 counter -2, PAD4 inh -1, PREPL inh -14, PAFAH1B3 FP inh 5, PAFAH2 inh -2, GSTO1 counter -7, LYPLA2 inh -3 and EBNA-1 inhibitor 9.
Cc1cccc(NC(=O)COc2ccc(/C=N\n3cnnc3)cc2)c1 was read as ZTA DNA inh 15, LYPLA1 counter -1, PAD4 inh 4, PREPL inh 3, PAFAH1B3 FP inh 6, PAFAH2 inh -1, GSTO1 counter -1, LYPLA2 inh -41 and EBNA-1 inhibitor -5.
`O=C(Nc1ccncc1)C1CCN(S(=O)(=O)c2cccc(C(F)(F)F)c2)CC1` gave ZTA DNA inh -6, LYPLA1 counter -2, PAD4 inh -4, PREPL inh 14, PAFAH1B3 FP inh 1, PAFAH2 inh 2 and LYPLA2 inh 2.
Screening CCC(C)(C)NC(=O)CN(C(=O)CNS(=O)(=O)c1ccccc1)c1ccccc1 returned ZTA DNA inh 13, LYPLA1 counter 2, PAD4 inh 0, PREPL inh 15, PAFAH1B3 FP inh -3, PAFAH2 inh -3, GSTO1 counter -2, LYPLA2 inh -3 and EBNA-1 inhibitor -9.
`COc1ccc(C2C(C(=O)N3CCN(C)CC3)c3ccccc3C(=O)N2C2CCCCC2)cc1` (stereo not drawn) gave ZTA DNA inh 0, LYPLA1 counter 2, PAD4 inh 2, PREPL inh 6, PAFAH1B3 FP inh 0, PAFAH2 inh -10, GSTO1 counter 9, LYPLA2 inh -6 and EBNA-1 inhibitor -11.

Additional records
Screening O=C(NCCCN1CCOCC1)c1ccc(CSc2ccc(Cl)cc2)cc1 returned ZTA DNA inh -11, LYPLA1 counter 1, PAD4 inh -4, PREPL inh 19, PAFAH1B3 FP inh 1, PAFAH2 inh -1, GSTO1 counter -5, LYPLA2 inh 5 and EBNA-1 inhibitor -11.
O=C(c1ccco1)N1CCN(CCOc2ccccc2)CC1 was read as ZTA DNA inh 8, LYPLA1 counter 3, PAD4 inh 1, PREPL inh 0, PAFAH1B3 FP inh 3, PAFAH2 inh -1, GSTO1 counter 1, LYPLA2 inh 2 and EBNA-1 inhibitor -3.
COCCCNC(=O)CN(CCc1ccccc1)S(=O)(=O)c1ccc(OC)cc1 was read as ZTA DNA inh 11, LYPLA1 counter -2, PAD4 inh -2, PREPL inh 0, PAFAH1B3 FP inh 2, PAFAH2 inh 8, GSTO1 counter 0, LYPLA2 inh 5 and EBNA-1 inhibitor -2.
For Cc1cccc(N2CCN(C(=O)c3ccoc3C)CC2)c1C the results were ZTA DNA inh 10, LYPLA1 counter -1, PAD4 inh 8, PREPL inh 11, PAFAH1B3 FP inh 0, PAFAH2 inh -2, GSTO1 counter -4, LYPLA2 inh -1 and EBNA-1 inhibitor 1.
For Cc1cccc(C)c1OCC(=O)NCC1CCCO1 (stereo not drawn) the results were ZTA DNA inh 2, LYPLA1 counter 1, PAD4 inh 0, PREPL inh 4, PAFAH1B3 FP inh 6, PAFAH2 inh -5, GSTO1 counter 0, LYPLA2 inh -4 and EBNA-1 inhibitor -5.
Nc1n[nH]c(C2CC2)c1N=Nc1ccc(Cl)cc1 was read as ZTA DNA inh 12, LYPLA1 counter 2, PAD4 inh 3, PREPL inh 20, GSTO1 counter 2, LYPLA2 inh -3 and EBNA-1 inhibitor -7.
Screening CCOC(=O)CNC(=O)CNC(=O)c1nn(-c2ccc(OC)c(Cl)c2)c(=O)c2ccccc12 returned ZTA DNA inh -11, LYPLA1 counter 0, PAD4 inh -5, PREPL inh -4, PAFAH1B3 FP inh 0, PAFAH2 inh -6, GSTO1 counter -3, LYPLA2 inh 8 and EBNA-1 inhibitor 0.
Screening CCn1c(SCC(=O)Nc2ccccc2)nnc1-c1cccs1 returned ZTA DNA inh -2, LYPLA1 counter 3, PAD4 inh 5, PREPL inh 4, PAFAH1B3 FP inh -6, PAFAH2 inh 1, GSTO1 counter 1, LYPLA2 inh 7 and EBNA-1 inhibitor -3.
Screening COc1ccnc(CN(C)C(=O)C2CCC(=O)N(Cc3cccc(C(F)(F)F)c3)C2)c1 (stereo not drawn) returned ZTA DNA inh -20, LYPLA1 counter 4, PAD4 inh 3, PREPL inh -2, PAFAH1B3 FP inh 5, PAFAH2 inh -4, GSTO1 counter 1, LYPLA2 inh 5 and EBNA-1 inhibitor -13.
Screening Cc1ccc(CNC(=O)c2ccc(NC(=O)C3=CSCCO3)cc2)cc1 returned ZTA DNA inh -1, LYPLA1 counter 0, PAD4 inh 2, PREPL inh -3, PAFAH1B3 FP inh 2, PAFAH2 inh -2, GSTO1 counter 1, LYPLA2 inh -4 and EBNA-1 inhibitor 9.
Screening CN(C(=O)c1cc(S(=O)(=O)N2CCc3ccccc32)cn1C)C1CCCCC1 returned ZTA DNA inh 7, LYPLA1 counter 3, PAD4 inh 0, PREPL inh 3, PAFAH1B3 FP inh -11, PAFAH2 inh 0, GSTO1 counter 3, LYPLA2 inh 3 and EBNA-1 inhibitor 6.
Cc1ccc(CC(=O)NCC(C)C)cc1 was read as ZTA DNA inh -6, LYPLA1 counter 2, PAD4 inh 1, PREPL inh 18, PAFAH1B3 FP inh 5, PAFAH2 inh 0, GSTO1 counter -4, LYPLA2 inh -4 and EBNA-1 inhibitor 2.
Screening Cc1ccc(-n2c(Cn3nc(C(F)F)cc3C(F)F)n[nH]c2=S)cc1 returned ZTA DNA inh -5, LYPLA1 counter 0, PAD4 inh -1, PREPL inh 7, PAFAH1B3 FP inh 11, PAFAH2 inh 0, GSTO1 counter 6, LYPLA2 inh 0 and EBNA-1 inhibitor 1.
`O=C(CCN1C(=O)COc2ccccc21)NCCN1CCN(c2ccccc2F)CC1` gave ZTA DNA inh 9, LYPLA1 counter -2, PAD4 inh 2, PREPL inh -6, PAFAH1B3 FP inh -7, PAFAH2 inh -2, GSTO1 counter 0, LYPLA2 inh 1 and EBNA-1 inhibitor -4.
N/C(=N\OC(=O)COc1ccccc1)c1ccccn1 was read as ZTA DNA inh 0, LYPLA1 counter 2, PAD4 inh -4, PREPL inh 6, PAFAH1B3 FP inh 5, PAFAH2 inh 8, GSTO1 counter -1, LYPLA2 inh 2 and EBNA-1 inhibitor 4.
For N#CCCn1nc(-c2ccc(Br)cc2)cc1Nc1ccccc1NC(=O)C(F)(F)F the results were ZTA DNA inh -12, LYPLA1 counter -3, PAD4 inh -1, PREPL inh 17, PAFAH1B3 FP inh -2, PAFAH2 inh -4, GSTO1 counter 3, LYPLA2 inh -4 and EBNA-1 inhibitor 1.
Screening COc1ccc(S(=O)(=O)CC(=O)Nc2nnc(C(F)(F)F)s2)cc1 returned ZTA DNA inh 8, LYPLA1 counter -1, PAD4 inh -4, PREPL inh 5, PAFAH1B3 FP inh 11, PAFAH2 inh 10, GSTO1 counter 2, LYPLA2 inh 1 and EBNA-1 inhibitor 7.
COc1ccc(S(=O)(=O)Cc2ccc(C(=O)NC3CCCC3)o2)cc1 was read as ZTA DNA inh 9, LYPLA1 counter 1, PAD4 inh -1, PREPL inh 1, PAFAH1B3 FP inh 9, PAFAH2 inh -2, GSTO1 counter 5, LYPLA2 inh -4 and EBNA-1 inhibitor 7.
Screening O=C(Nc1nc2ccc(S(=O)(=O)N3CCOCC3)cc2s1)c1cccs1 returned ZTA DNA inh 8, LYPLA1 counter -5, PAD4 inh 4, PREPL inh -4, PAFAH1B3 FP inh 3, PAFAH2 inh 0, GSTO1 counter -7, LYPLA2 inh -1 and EBNA-1 inhibitor 7.
COc1cc(C2(c3ccc(O)c(OC)c3)C(=O)Nc3c(Br)cc(Br)cc32)ccc1O was read as ZTA DNA inh -3, LYPLA1 counter -3, PAD4 inh 2, PREPL inh 23, PAFAH1B3 FP inh 7, PAFAH2 inh 6, GSTO1 counter -16, LYPLA2 inh -5 and EBNA-1 inhibitor 19.
`CC(C)CCN1CCN(Cc2cccs2)CC1CCO` (stereo not drawn) gave ZTA DNA inh -16, LYPLA1 counter 0, PAD4 inh -4, PREPL inh 0, PAFAH1B3 FP inh 9, PAFAH2 inh -1, GSTO1 counter 9, LYPLA2 inh 1 and EBNA-1 inhibitor 1.
For Cc1cccc(/C=N/NC(=O)c2cc(-c3cccnc3)nc3ccccc23)c1 the results were ZTA DNA inh 7, LYPLA1 counter -1, PAD4 inh -1, PREPL inh 29, PAFAH1B3 FP inh 1, PAFAH2 inh 0, GSTO1 counter -5, LYPLA2 inh -1 and EBNA-1 inhibitor 7.

Screening data deposited in PubChem by The Scripps Research Institute Molecular Screening Center.

Only part of the results is shown (hit frequency here may not be typical).
